High-throughput results (PubChem)
KOR beta-arrestin-1 – KOR agonists, beta-arrestin recruitment, primary screen, cell-based, luminescence, uHTS (AID 1777). Kappa-type opioid receptor (Homo sapiens). KOR beta-arrestin recruitment, luminescence; higher % means a stronger effect. one-dose activation, % at 10 µM; EC50 in µM for titrated hits. 0.02% of 280,000 active; in the data active = activation above about 50%, passing the limit was not always enough; also: a part of the inactive calls stands beside numbers as strong as those of hits
Rac1 GTP hydrolysis – MgcRacGAP GTPase-activating activity inhibitors, confirmation, biochemical, ADP Hunter fluorescence; MgcRacGAP-stimulated Rac1 GTP hydrolysis, ADP Hunter fluorescence; higher % means a stronger effect; GST-tagged Rac1 F28L mutant substrate; inhibition, % at 30 µM, or IC50 in µM where a hit was titrated; AID 624330, 2012; 0.6% of 340,000 active;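 active = first-screen hits whose inhibition reached a set limit at any dose in the follow-up dose series; inconclusive = inhibition above the set first-screen limit but never retested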;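 also: fluorescence reports GDP produced by GAP-driven GTP hydrolysis; strong numbers were not always called active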
GPR55 antagonists – GPR55 antagonists blocking LPI-driven arrestin recruitment, primary screen, imaging, U2OS, beta-arrestin-GFP, LPI agonist (AID 2013) | 0.13% of 290,000 active | U2OS GPR55 beta-arrestin-GFP translocation imaging, LPI antagonism; higher % means a stronger effect | inhibition, % at 10 µM; hits with a dose series show IC50 in µM | G-protein coupled receptor 55 (Homo sapiens);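 active = spots per cell inhibited over 60%, with over 100 cells counted and total cytoplasm intensity under 500,000; inconclusive = wells with under 100 cells, flagged as likely toxic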;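 also: U2OS cells stably carrying GPR55 and arrestin-GFP stimulated by 5 µM LPI near EC80; imaged beta-arrestin-GFP aggregate spots per cell after agonist stimulation; plate controls were LPI-stimulated DMSO wells for no effect and DMSO wells without LPI for full effect; some results filed as inactive read as strong as hits; confirmed hits need IC50 under 10 µM and bright autofluorescent wells are also inconclusive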
NTR1 agonist – agonists of NTR1, primary screen, imaging, U2OS cells, beta-arrestin-GFP, high content (AID 493036); Neurotensin receptor type 1 (Homo sapiens), P30989; NTR1-U2OS beta-arrestin-GFP spot imaging, agonist mode; activation, % at 20 µM; 0.17% of 330,000 active;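 active = activation at or above 40% of the spot to cytoplasm intensity ratio, with at least 20 cells analyzed; inconclusive = wells under 20 cells, flagged as cytotoxic or low count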;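 also: 0% = DMSO without peptide and 100% = 100 nM NTR1 peptide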
Target sequence (P30989 whole entry, looked up): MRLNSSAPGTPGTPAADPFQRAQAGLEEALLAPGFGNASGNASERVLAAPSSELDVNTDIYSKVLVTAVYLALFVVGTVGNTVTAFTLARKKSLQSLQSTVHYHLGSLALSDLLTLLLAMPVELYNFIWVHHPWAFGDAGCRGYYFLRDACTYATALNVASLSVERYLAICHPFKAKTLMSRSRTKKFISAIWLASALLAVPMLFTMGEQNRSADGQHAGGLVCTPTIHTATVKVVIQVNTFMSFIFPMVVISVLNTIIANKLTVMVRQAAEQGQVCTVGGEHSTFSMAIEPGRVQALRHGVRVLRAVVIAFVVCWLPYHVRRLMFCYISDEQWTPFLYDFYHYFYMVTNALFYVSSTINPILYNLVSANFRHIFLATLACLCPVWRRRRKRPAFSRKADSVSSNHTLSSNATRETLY
GPR55 beta-arrestin – GPR55 agonists via beta-arrestin recruitment, primary screen, imaging, U2OS cells, beta-arrestin-GFP redistribution (AID 1961) | G-protein coupled receptor 55 (Homo sapiens) | U2OS GPR55 beta-arrestin-GFP redistribution imaging; higher % means a stronger effect | one-dose activation, % at 10 µM; EC50 in µM for titrated hits | 0.048% of 290,000 active;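 active = activation above 40% with more than 50 cells counted in the well; inconclusive = wells holding fewer than 50 cells, flagged as toxic or sparse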;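 also: U2OS osteosarcoma cells stably expressing GPR55 and beta-arrestin-GFP; plate controls were DMSO negative control for no effect and LPI positive control for full effect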
KOR beta-arrestin-2 – KOR antagonists, beta-arrestin recruitment, cell-based, luminescence, uHTS (AID 1778). inhibition, % at 10 µM, or IC50 in µM where a hit was titrated. 0.091% of 290,000 active. KOR beta-arrestin recruitment, luminescence, antagonist mode; higher % means a stronger effect; in the data active = inhibition above about 50%; also: strong numbers were not always called active
K1F lysis inhibition – inhibition of K1F phage lysis, E. coli UTI89, bacterial capsule biogenesis inhibitors, alamar blue (AID 488966). inhibition, % at 100 µM, or IC50 in µM where a hit was titrated. 0.02% of 340,000 active. E. coli UTI89 K1F phage lysis, alamar blue, 2 h; higher % means a stronger effect;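 active = phage lysis inhibition, versus mean bacterial control, above a set limit; inconclusive = no clear call, values can overlap the other calls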;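 also: capsule biogenesis inhibitors block K1F phage lysis so surviving cells raise fluorescence; higher fluorescence means more inhibition of phage lysis; actives were called in the ten point dose series up to 300 µM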
GPR35 arrestin U2OS – GPR35 antagonists blocking zaprinast-driven arrestin recruitment, primary screen, imaging, U2OS, beta-arrestin-GFP, zaprinast agonist (AID 2058) | G-protein coupled receptor 35 (Homo sapiens) | one-dose inhibition, % at 10 µM; IC50 in µM for titrated hits | U2OS GPR35 beta-arrestin-GFP translocation imaging, zaprinast antagonism; higher % means a stronger effect | 0.052% of 290,000 active;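 active = inhibition of at least 50% with at least 30 cells and total cytoplasm GFP at most 10,000,000; inconclusive = under 30 cells or total GFP of 10,000,000 plus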
NOD1 NF-kB reporter – NOD1 signaling inhibitors, primary screen, cell-based, luminescence, uHTS (AID 1578); NOD1-driven NF-kB luciferase reporter cells, luminescence; higher % means a stronger effect; one-dose inhibition, % at 4 µM; EC50 in µM for titrated hits; 1% of 290,000 active; in the data active = inhibition mostly above about 36%, no sharp cut-off; inactive = mostly below about 34%;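 also: HEK-293T reporter cells stimulated with the NOD1 agonist gamma-tri-DAP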
NTR1 agonist cell count 20 µM – second read-out of NTR1 agonist, no call of its own (marks repeat the call); cell count; measured here: cell count, cytotoxicity flag
Active calls of the source: *; i = inactive; ? = inconclusive; . = not tested or not shown; [ ] = dose if it differs, or a comment. This is a subset. The share of hits here may be higher or lower than overall.

SMILES	KOR beta-arrestin-1	Rac1 GTP hydrolysis	GPR55 antagonists	NTR1 agonist	NTR1 agonist cell count 20 µM	GPR55 beta-arrestin	KOR beta-arrestin-2	K1F lysis inhibition	GPR35 arrestin U2OS	NOD1 NF-kB reporter
COCCN(C(=O)c1csnn1)C(C(=O)NC1CCCC1)c1ccc(C)cc1 (stereo not drawn)	-0.4%	9%	10%	0.3	51	0.0%	-18%	0.3%	-1%	-31%
COC(=O)c1sc2nc(-c3ccco3)ccc2c1N	4.2%	9%	22%	1.3	89	-0.1%	-14%	0.9%	24%	-77%
CCCn1c(=O)c(C(=O)NCc2ccccc2)c(O)c2ccccc21	-3.7%	14%	20%	1.9	72	0.3%	-6%[20 µM]	0.3%	3%	-12%
COc1ccc(-c2ccc(S(=O)(=O)N3CCOCC3)cc2)cc1	-1.5%	10%	-4%	0.8	65	0.2%	-6%	0.4%	4%	-13%
CCOc1cc(C2NC(=O)NC(O)(C(F)(F)F)C2C(=O)c2ccc(Cl)cc2)ccc1O (stereo not drawn)	-5.4%	1%	4%	-0.4	54	0.3%	-6%	1.4%	-1%	0%
COc1cccc(NC(=O)CCCOc2cc(=O)n(C)c3ccccc23)c1	.	6%	-3%	-0.2	72	-0.1%	-60%	0.2%	-4%	17%
COC(=O)c1cc(C(=O)c2cc(F)ccc2O)cn2c(=O)c3c(C)c(C)sc3nc12	-2.1%	10%	2%	11	38	0.2%	-3%	0.1%	-15%	-6%
CC(C)OC(=O)CC(=O)c1sc2nc3c(cc2c1N)CN(C)CC3	25%	.	-3%	-0.4	77	-0.2%	12%	.	2%	20%
COC(=O)c1cc(NS(=O)(=O)c2ccc(N3CCOCC3)c(NC(C)=O)c2)cc(C(=O)OC)c1	-0.7%	6%	5%	1.4	35	-0.1%	10%	0.3%	-1%	-6%
Nc1c(C(=O)NC23CC4CC(CC(C4)C2)C3)sc2nc3c(c(C(F)(F)F)c12)CCC3	1.6%	8%	9%	2.6	65	-0.1%	-16%	-0.3%	-8%	5%
Cc1ccc(-n2c(CSc3nc(C)cc(C)n3)nnc2SCC(=O)N2CCCC2)cc1	-1.8%	11%	10%	1.4	67	0.1%	13%	0.1%	5%	2%
Cc1ccccc1NS(=O)(=O)c1ccc(OCC(=O)N2CCCC2)cc1	-3.2%	3%	-7%	1.0	49	0.6%	-4%	0.0%	-4%	24%
O=[N+]([O-])c1ccc(N2CCN(S(=O)(=O)c3ccccc3)CC2)cc1NCCN1CCOCC1	-3.5%	-2%	-2%	7.8	64	-0.4%	9%	3.6%	-11%	-13%
CCOC(=O)Cn1c(=O)oc2cc(S(=O)(=O)NCc3ccccn3)ccc21	-6.9%	6%	2%	-2.0	84	-0.1%	-36%	-0.2%	-3%	6%
Cc1cc(NC(=O)CCCN2C(=O)c3cccnc3C2=O)no1	-1.0%	3%	-22%	0.4	60	-0.1%	-45%	1.7%	-4%	28%
CC1=CC(=C2C(=O)c3ccccc3C2=O)C=C(C)O1	-4.3%	5%	11%	0.8	35	0.0%	7%	4.0%	1%	-63%
CC1CCN(CC(=O)Nc2ccc(S(=O)(=O)N3C(C)CCCC3C)cc2)CC1 (stereo not drawn)	-1.7%	7%	-10%	1.6	50	-0.3%	-67%[20 µM]	0.3%	-3%	47%
CC(=O)Nc1ccc(C(=O)Nc2ccc3c(c2)OCCO3)cc1	-7.3%	4%	15%	-1.6	70	-0.1%	12%	0.2%	2%	-4%
CCn1c(SC(=O)NC2CCCCC2)nnc1-c1cccs1	0.4%	21%	8%	1.4	60	-0.3%	-18%	-1.2%	-2%	-12%
Cc1c(NC(=O)/C(C#N)=C/c2ccc(-c3cc(Cl)ccc3Cl)o2)c(=O)n(-c2ccccc2)n1C	5.4%	9%	6%	4.9	64	0.2%	27%	0.7%[50 µM]	-13%	33%
CCN(c1ccc(NC(=O)COC(=O)c2ccc(C)s2)cc1)C(C)C	-1.0%	15%	10%	0.9	53	-0.4%	12%	0.5%	6%	-24%
COc1ccc2c(c1)CCC1=C2NC(=S)NC1c1ccc(N(C)C)cc1 (stereo not drawn)	-4.5%	4%	2%	1.2	43	-0.2%	-23%	0.0%	5%	1%
CCOC(=O)c1c(NC(=O)C2=C(C)NC(=S)NC2c2ccc(F)cc2)sc(C)c1C (stereo not drawn)	3.4%	9%	64%*	7.5	45	0.1%	-2%	-0.4%[50 µM]	-9%	-7%
COc1ccccc1NC(=O)CCCC(=O)OC(C)C(=O)c1ccccc1 (stereo not drawn)	-1.1%	1%	-23%	0.0	34	-0.1%	-5%	-0.6%	-7%	-18%

New compounds follow:
SMILES	KOR beta-arrestin-1	Rac1 GTP hydrolysis	GPR55 antagonists	NTR1 agonist	NTR1 agonist cell count 20 µM	GPR55 beta-arrestin	KOR beta-arrestin-2	K1F lysis inhibition	GPR35 arrestin U2OS	NOD1 NF-kB reporter
C=CCSc1cc(C)nc2c(-c3ccccc3)cnn12	-3.1%	11%	0%	-0.4	46	0.0%	5%	1.8%	-4%	-11%
COc1ccc([N+](=O)[O-])cc1NC(=O)COC(=O)C=C(C)C	-0.9%	6%	2%	1.4	48	0.2%	-2%[20 µM]	1.6%	-27%	-13%
Cc1[nH]n(C(N)=S)c(=O)c1N=Nc1ccc(S(=O)(=O)N2CCCC2)cc1	-6.4%	6%	9%	1.8	72	0.4%	4%	i	-7%	-44%
Cc1ccc(N2C(=O)c3ccccc3C2Nc2ccc(S(=O)(=O)N3CCCCC3)cc2)nc1 (stereo not drawn)	2.5%	8%	25%	2.0	91	0.2%	-15%	?	-6%	-13%
CC(=O)c1c(COC(=O)c2ccncc2)nc2ccccc2[n+]1[O-]	-0.2%	9%	16%	0.7	57	0.2%	-19%	0.1%	2%	14%
CC(OC(=O)CN1C(=O)c2ccccc2C1=O)C(=O)NC1CCCCC1 (stereo not drawn)	3.6%	3%	1%	-0.6	36	0.4%	-49%	-1.2%	-5%	-26%
O=C(Nc1ccc(Cl)c(Cl)c1)OCc1cnc(Cl)s1	-1.1%	3%	3%	4.6	69	0.3%	31%	-0.2%	15%	.
O=C(OCc1ccc2c(c1)OCO2)c1cccc(S(=O)(=O)N2CCCCC2)c1	104%	8%	1%	2.1	80	-0.1%	-2%	0.1%	9%	3%
Cc1cc(OC(=O)c2cc(Cl)nc3ccccc23)ccc1Cl	-0.5%	-3%	14%	1.5	72	0.2%	-1%	-0.7%	18%	-16%
CCN(CC)c1ccc(C(=O)Nn2c(C)nc3ccccc3c2=O)cc1	0.3%	8%	22%	-0.3	91	-0.1%	8%	0.1%	-4%	-10%
Cc1ccc(NC(=O)CC2CS(=O)(=O)CC2CC(=O)Nc2ccc(C)c(C)c2)cc1C (stereo not drawn)	0.2%	3%	0%	0.8	70	0.2%	-3%	2.6%	14%	-5%
Cc1ccc(C(=O)N2CCN(c3ccccc3)CC2)cc1S(=O)(=O)N1CCCC1	-3.0%	17%	3%	-0.6	44	-0.2%	-5%	0.3%	6%	4%
O=C(NC1CCSC1=O)c1ccc(Oc2ccc(F)cc2)nc1 (stereo not drawn)	0.3%	13%	12%	1.0	54	1.7%	6%	0.1%	-7%	-14%
CC(C)[C@H](NC(=O)C1CCN(S(=O)(=O)c2ccccc2)CC1)C(=O)NCc1ccc(F)cc1	-2.4%	14%	14%	1.0	66	-0.1%	11%	0.1%	-1%	-7%
CCCCCCCC1CC(=O)C=C(C)C1C(=O)OCC (stereo not drawn)	3.1%	.	7%	0.9	60	-0.1%	0%	.	-1%	-14%
CC12CC3CC(C)(C1)CC(Nc1nc(N4CCOCC4)nc4ccccc14)(C3)C2	1.4%	5%	-2%	16	57	-0.1%	-19%	0.5%	7%	-1%
CCn1c(-c2ccccc2Cl)nn(CC(=O)Nc2ccccc2OC)c1=S	7.1%	11%	6%	0.2	56	-0.1%	-2%	3.3%	7%	-2%
NS(=O)(=O)OCC(Cc1ccccc1)N1C(=O)c2ccccc2C1=O (stereo not drawn)	-1.5%	1%	-14%	-5.7	66	0.8%	-35%[20 µM]	0.3%	-6%	-13%
Cc1cc(C)nc(NC=C2C(=O)OC(C)(C)OC2=O)n1	5.5%	10%	4%	0.2	67	0.7%	21%	0.8%	8%	-16%
CC(C)NC(=O)NC(=O)CSc1nnc(COc2ccccc2F)n1C(C)C1CC2CCC1C2 (stereo not drawn)	-4.2%	-1%	13%	26	67	0.0%	9%	-1.3%	-4%	-14%
Cc1ccc2c(c1)oc(=O)n2CC(=O)c1ccccc1	-0.6%	9%	18%	0.5	55	-0.2%	0%	0.0%	21%	-5%

2 entries picked at random from those above:
SMILES	KOR beta-arrestin-1	Rac1 GTP hydrolysis	GPR55 antagonists	NTR1 agonist	NTR1 agonist cell count 20 µM	GPR55 beta-arrestin	KOR beta-arrestin-2	K1F lysis inhibition	GPR35 arrestin U2OS	NOD1 NF-kB reporter
CC12CC3CC(C)(C1)CC(Nc1nc(N4CCOCC4)nc4ccccc14)(C3)C2	1.4%	5%	-2%	16	57	-0.1%	-19%	0.5%	7%	-1%
O=C(NC1CCSC1=O)c1ccc(Oc2ccc(F)cc2)nc1 (stereo not drawn)	0.3%	13%	12%	1.0	54	1.7%	6%	0.1%	-7%	-14%
